Screens as filed in PubChem BioAssay.
RmlCD inh mix – inhibitors of RmlC and RmlD coupled enzymes | RmlC/RmlD coupled enzyme inhibition, 384-well mixture HTS | inhibition, % at 5.5 µM | 0.39% of 110,000 active | AID 1532; in the data active = inhibition above about 30%, passing the limit was not always enough; also: strong numbers were not always called active
RT RNaseH block – inhibitors of HIV-1 reverse transcriptase RNase H; RT-RNase H RNA/DNA duplex cleavage, fluorescence; 1.9% of 65,000 active; inhibition, % at 10 µM; in the data active = inhibition above about 50%
Starred values were filed as active, the others as inactive; / = no result given.

SMILES | RmlCD inh mix | RT RNaseH block
CN1C(=O)CSC1=NCC12CC3CC(CC(C3)C1)C2 | -17.3 | /
COc1ccccc1CN1C(=S)SC(C)(C)C1NO (stereo unspecified) | -22.5 | -30.0
Cc1cccc(NC(=O)/C(=C\c2ccco2)NC(=O)c2ccccc2)c1 | 15.0 | /
C/C(=N\O)C(=O)NCc1ccncc1 | 1.9 | -2.4
N#Cc1nc(COc2ccc(Cl)cc2)oc1N1CCCC1 | -3.9 | -73.3
C=COCCn1c(-c2nonc2N)nc2ccccc21 | 0.8 | -26.7
Brc1ccc(-c2cn3nc4c(nc3n2)CCCC4)cc1 | 15.9 | /
O=c1c2cnn(-c3ccccc3)c2nc(-c2ccco2)n1-c1ccccc1 | -17.1 | 1.2
Cc1ccc(N2CCN(C(=O)CNS(=O)(=O)c3ccc(Br)s3)CC2C)cc1 (stereo unspecified) | / | -10.8
CCCCc1ccc(C2C(C#N)=C(N)SC(N)=C2C#N)s1 | 10.9 | 5.8
CCSc1nnc(NC(=O)CSc2nc3c(c(=O)n2-c2ccccc2)SCC3)s1 | 8.7 | /
CC1(C)Cc2ccccc2-c2nnc(-c3ccccc3)n21 | -8.2 | -13.7
COc1ccc(OC)c2[nH]c(=O)c(CCNC(=O)c3ccc(S(=O)(=O)N(C)C)cc3)cc12 | / | -15.6
O=C(Oc1ccccc1C(=O)N1CCOCC1)c1ccc(Br)cc1 | 8.0 | -1.2
O=C(Nc1cc(N2CCOCC2)ncn1)NC1(C(F)(F)F)Oc2ccccc2O1 | 5.0 | /
c1ccc(-n2c(Cc3cn4ccsc4n3)nnc2N2CCOCC2)cc1 | -6.2 | -1.4
CC1CCCCN1C(=O)c1cc(-c2ccc(Cl)c(Cl)c2)on1 (stereo unspecified) | / | 14.6
CCOc1nonc1C(=N)/C(C(C)=O)=C(\C)O | 4.1 | -7.6
Cc1ccc(C=Nc2ccccc2C(N)=O)cc1 | -7.6 | /
CN(c1ccccc1)S(=O)(=O)c1ccc(C(=O)Nc2nnc(-c3ccc(F)cc3)o2)cc1 | -11.7 | 6.8
O=C(Cc1c(O)c2ccccc2[nH]c1=O)NC1CCCCCC1 | 2.1 | -4.2
CN1CCN(C(=O)CSc2nc(-c3ccncc3)ccc2C#N)CC1 | 4.3 | -18.7
N#Cc1nc(Cc2ccccc2)oc1NCCc1ccccc1 | 10.7 | -102.4
COCCn1c(C(C)C)nc2oc3ccccc3c(=O)c2c1=O | -10.7 | 1.0
Cc1ccc2nc(NC(=O)C3CCN(S(=O)(=O)c4cccc5nsnc45)CC3)sc2c1 | / | 14.2

Following part
SMILES | RmlCD inh mix | RT RNaseH block
COc1ccc(NC(C)=O)cc1NC(=O)CCn1c(=O)sc2ccccc21 | / | -2.2
Cn1c(=O)c2c(nc(N3CCOCC3)n2CCCNC2=NCCC2)n(C)c1=O | -11.8 | -19.1
C[C@@H]1Cc2c(O)c(O)cc(O)c2C(=O)O1 | -11.7 | /
O=C(Cn1cc(C(=S)N2CCOCC2)c2ccccc21)N1CCOCC1 | -4.5 | -5.6
O=C(NN1C(=O)C2C3C=CC(C4CC34)C2C1=O)c1ccc(Cl)cc1 (stereo unspecified) | 1.6 | /
O=C(Nc1ccc2c(c1)OCCO2)C1CCN(c2nnnn2-c2ccccc2)CC1 | 9.6 | -9.0
CCOc1ccc(-c2nnn(CC#N)n2)cc1OC | -11.9 | /
O=S(=O)(Cc1ccccc1)NCc1ccccn1 | 8.6 | 3.2
Cc1ccc(S(=O)(=O)C2(C(=O)N3CCCCCC3)CC2)cc1 | 7.3 | -0.4
O=c1c2ccccc2sc2ccc(NCCCN3CCOCC3)cc12 | 3.3 | /
NS(=O)(=O)c1ccc(CCNC(=O)c2cccnc2)cc1 | 35.6 | -8.0
COC(=O)c1ccc(Cl)c(NC(=O)CSc2ncn[nH]2)c1 | 8.7 | -19.8
O=C(Nc1ccccc1N1CCOCC1)c1cccs1 | -4.6 | /
CC(C)C[C@@H]1NC(=O)[C@H](Cc2ccc(O)cc2)NC(=O)c2cc([N+](=O)[O-])cc(I)c2NCCC[C@@H](C(N)=O)NC1=O | -12.0 | /
O=[N+]([O-])c1cc2c(cc1/C=N/n1c(-c3ccccc3)n[nH]c1=S)OCO2 | -15.7 | /
Cn1c(O)c(C=NCCN2CCNCC2)c(=O)n(C)c1=O | -1.2 | /
O=C(Cc1ccc(Br)cc1)N1CCN(Cc2ccccc2)CC1 | -2.2 | -39.8
O=C(CN1CC(c2ccccc2)CC1=O)Nc1ccc2c(c1)OCO2 (stereo unspecified) | / | -2.7
CCCOC(=O)c1[nH]c2c(c1C)C(=O)CC(c1cccs1)C2 (stereo unspecified) | 4.4 | /
Cc1ccc(C(=O)NCC(=O)OCC(=O)c2ccc3c(c2)OCCO3)cc1C | -20.2 | /
COC(=O)C1=C(C(=O)c2ccccc2)C(c2ccc(O)c(OC)c2)n2nnnc2N1 (stereo unspecified) | -2.1 | -1.6
NNC(=O)c1cnn(Cc2ccccc2)c1N | 2.2 | /
Cc1c(Cl)c([N+](=O)[O-])nn1Cc1ccc(C(=O)N/N=C\c2cc(Cl)ccc2O)o1 | 1.6 | /
Cc1cccc2sc(NNC(=O)c3ccc(S(=O)(=O)N4CC(C)CC(C)C4)cc3)nc12 (stereo unspecified) | 0.3 | /
CCn1nnnc1SCC(=O)NC1CCCC1 | 2.8 | /

Copied from the list.
O=C(Nc1ccc2c(c1)OCCO2)C1CCN(c2nnnn2-c2ccccc2)CC1 @ RT RNaseH block: -9.0
Cc1ccc(C(=O)NCC(=O)OCC(=O)c2ccc3c(c2)OCCO3)cc1C @ RmlCD inh mix: -20.2
Cn1c(O)c(C=NCCN2CCNCC2)c(=O)n(C)c1=O @ RmlCD inh mix: -1.2
Cc1ccc(S(=O)(=O)C2(C(=O)N3CCCCCC3)CC2)cc1 @ RT RNaseH block: -0.4
NS(=O)(=O)c1ccc(CCNC(=O)c2cccnc2)cc1 @ RmlCD inh mix: 35.6
Cn1c(=O)c2c(nc(N3CCOCC3)n2CCCNC2=NCCC2)n(C)c1=O @ RT RNaseH block: -19.1
CCn1nnnc1SCC(=O)NC1CCCC1 @ RmlCD inh mix: 2.8

(more compounds)
SMILES | RmlCD inh mix | RT RNaseH block
C/C(=N\NC(=O)CN1CCOCC1)C(C)(C)C | 8.6 | /
Cc1ccc(OCC(=O)Nn2cnc3ccccc32)cc1 | 0.1 | /
CC(C)CCn1c(Oc2ccc(Cl)cc2)nc2c1c(=O)n(C)c(=O)n2C | 5.7 | /
O=c1[nH]c(CN2CCN(Cc3ccc4c(c3)OCO4)CC2)nc2ccccc12 | -2.1 | -3.8
Cc1cc(NC(=O)c2cc3ccccc3o2)cc(C)c1OCC(=O)N1CCOCC1 | -12.5 | -7.8
COc1cccc(C(=O)NC2=NCCS2)c1OC | 12.9 | -5.2
Cc1ccc(-c2cc(C(=O)Nc3cc(C)ccc3C)[nH]n2)c(O)c1 | -12.4 | 19.9
O=C(/C=C\c1ccccc1)Nc1nccs1 | 52.4 | /
CCc1cccc(C)c1NC(=O)c1cc(C)oc1C | 9.6 | -11.8
CCCCNC(=O)c1sc(=S)n2c1[nH]c(=O)c1ccccc12 | 8.1 | 11.4
O=C(c1ccc(Cl)cc1Cl)C1(n2cncn2)Oc2ccccc2C1O (stereo unspecified) | -6.7 | -7.0
Cc1ccc(S(=O)(=O)N(CCC(=O)O)Cc2ccc(Cl)cc2)cc1 | 10.2 | /
O=C(NCC(F)(F)F)Nc1nnc(C(F)(F)F)s1 | / | -6.4
O=S(=O)(NCCCCCNS(=O)(=O)c1ccccc1)c1ccccc1 | -11.0 | -3.2
CCC(c1ccccc1)c1nc(-c2ccccn2)no1 (stereo unspecified) | -4.0 | -31.5
CCn1c(=O)c(C(=O)NCc2ccc(OC)c(OC)c2)c(O)c2ccccc21 | / | -23.5
Cc1nnc(SCc2ccc(F)cc2)s1 | -11.1 | -14.2
CCN(C(=O)CSc1nc2nc(C)cc(C)n2n1)c1cccc(C)c1 | -3.6 | 3.0
CCn1c(SCC(=O)N2CCCc3ccccc32)nnc1-c1ccco1 | 3.9 | -52.4
Cc1ccccc1CS(=O)(=O)Cc1ccc(C(=O)NCc2ccccn2)o1 | -70.3 | 0.1
COC(=O)c1ccc(CSc2nc(-c3ccccc3)cs2)o1 | -15.2 | -39.7
O=S1(=O)CCC(N2CCOCC2)C1 (stereo unspecified) | 18.0 | /
O=c1c2ccccc2nnn1CSc1nnc2sc3ccccc3n12 | / | -10.8
COc1ccc(OC)c(S(=O)(=O)N(C)CC(=O)N2CCN(c3ccc(F)cc3)CC2)c1 | 2.7 | -5.6
Nc1c(S(=O)(=O)c2ccccc2)c2nc3ccccc3nc2n1/N=C/c1cccc(O)c1 | -81.1 | 16.8

An excerpt taken from the entries so far, for reference:
SMILES | RmlCD inh mix | RT RNaseH block
O=c1c2ccccc2nnn1CSc1nnc2sc3ccccc3n12 | / | -10.8
COc1ccc(OC)c(S(=O)(=O)N(C)CC(=O)N2CCN(c3ccc(F)cc3)CC2)c1 | 2.7 | -5.6
Nc1c(S(=O)(=O)c2ccccc2)c2nc3ccccc3nc2n1/N=C/c1cccc(O)c1 | -81.1 | 16.8

Other entries:
SMILES | RmlCD inh mix | RT RNaseH block
Nc1nc(CN2CCN(c3ccccn3)CC2)nc(Nc2ccc(Cl)cc2)n1 | 2.9 | -2.4
Cc1ccc(-c2nnc(N3CCN(C(=O)CSc4ncn[nH]4)CC3)c3ccccc23)cc1 | -4.6 | -24.2
Cc1ccc(S(=O)(=O)CNC(=S)c2cccc(C)c2)cc1 | 3.2 | /
CCn1c(NC(C)=O)nc2ccccc21 | 20.7 | /
Clc1ccc(Oc2nc3ccccc3n3cccc23)cc1 | -44.9 | /
COc1ccccc1NC(=O)CS(=O)(=O)c1cccc2nsnc12 | -7.6 | -6.5
C=CCn1c(-c2csc(-c3ccccc3)n2)n[nH]c1=S | -10.7 | /
Cn1c(C(=O)NCc2ccccn2)cc2c(=O)n3ccccc3nc21 | 95.6* | -28.4
Cc1cc(C(=O)COC(=O)C2=NNC(=O)CC2)c(C)n1-c1cccc(C(F)(F)F)c1 | 8.3 | /
CC(C)COc1ccc(/C(=N/O)c2ccccc2)cc1 | 14.1 | /
O=P(Nc1ccccc1Cl)(c1ccccc1)c1nc2c(s1)CCCC2 (stereo unspecified) | 10.8 | /
Cc1cc(Nc2ccccc2)nc(N2CCOCC2)n1 | -18.7 | /
O=C1C=C(Nc2ccc(Cl)cc2)CC(c2ccco2)C1 (stereo unspecified) | 5.2 | /
COc1ccc(CN2CC[C@H]3C=CC[C@@H](C(=O)N4CCOCC4)[C@H]3C2=O)cc1OC | 8.0 | /
COc1ccc(C=O)cc1CSc1nnc(COc2cccc3cccnc23)o1 | 0.4 | /
Cc1cnc(NC(=O)CSc2nnc(-c3ccccc3)o2)s1 | -4.9 | -1.4
Cc1ccc(S(=O)(=O)N2Cc3ccccc3CC2C(=O)Nn2cnnc2)cc1 (stereo unspecified) | 2.4 | 0.2
N#CC1(c2ccccc2)CCCN1C(=O)c1ccc(Br)cc1 (stereo unspecified) | -10.9 | /
COC(=O)c1oc2ccccc2c1NC(=O)CN1CCCC1 | 6.7 | 4.5
COc1ccc(Nc2cc(C(=O)NCCCN3CCN(C)CC3)c3ccccc3n2)cc1 | 18.0 | -20.9
c1ccc2[nH]c(CSc3nccs3)nc2c1 | 11.9 | /
c1ccc(COn2nnc3ccccc32)c(COn2nnc3ccccc32)c1 | 3.5 | -32.7
Cc1cccc(Nc2nc(N)nc(CN3CCC(C(N)=O)CC3)n2)c1C | 7.2 | -2.1
CC1=C(C(=O)OC(C)C)C(c2ccc(Br)s2)NC(=O)N1 (stereo unspecified) | -7.0 | /
COc1ccc(CNCC(=O)N2CCC3(CC2)OCCO3)cc1 | -7.3 | 0.5

More compounds:
SMILES | RmlCD inh mix | RT RNaseH block
COc1cccc(C(c2nnnn2CCc2ccccc2)N2CCN(c3ccccc3)CC2)c1OC (stereo unspecified) | -17.7 | 15.9
COc1ccccc1-c1nnc(SCC(=O)Nc2c(Cl)cccc2Cl)o1 | 7.9 | -9.0
C=C(C)CNC(=S)NNC(=O)c1ccco1 | -15.7 | /
Cc1cccc(OCC(=O)Nc2ccc3c(c2)OCO3)c1C | -19.2 | -17.3
CC(=C/c1ccco1)/C=N/N1CCN(c2ccccc2)CC1 | 3.2 | /
CCN(CC)CCNC(=O)C1c2cc(OC)c(OC)cc2C(=O)N2CCc3ccccc3C12 (stereo unspecified) | / | 2.5
COc1cc(OC)cc(-n2nc(C(=O)N3CCC4(CC3)OCCO4)c3ccccc3c2=O)c1 | 5.9 | -7.8
COc1ccc2cc3cc(C(=O)Nc4ccccc4N4CCN(C)CC4)oc3nc2c1 | -5.5 | -8.8
COc1ccc(-c2cc(C)nc3nc(N)nn23)cc1 | 30.2 | /
O=C(NC1CC2CCC1C2)c1ccc(CN2CCOCC2)cc1 (stereo unspecified) | 6.1 | -5.5
COc1cc(C(C#N)N2CCOCC2)ccc1O (stereo unspecified) | 45.6 | -21.5
CC1CCN(C(=O)CN(c2ccc(Oc3ccccc3)cc2)S(C)(=O)=O)CC1 | -10.2 | /
CCOC(=O)c1cc(NC(=O)NCc2ccco2)c(C)nc1C | / | 3.5
O=C(NC1CCCC1)C1CCN(c2nccs2)CC1 | 0.2 | /
Cc1cc2c(N3CCCCC3C)ncnc2s1 (stereo unspecified) | 8.0 | 10.1
O=C(c1ccc(Br)s1)N1CCCC1 | 45.8 | /
CCOc1ccccc1NC(=O)C(CC(C)C)NC(=O)C1CCCCC1 (stereo unspecified) | -8.4 | /
CC1CCCCN1S(=O)(=O)c1ccc(NC(=O)c2cccc(-n3cnnn3)c2)cc1 (stereo unspecified) | -14.5 | -2.1
COc1ccc(NC(=O)C2CCCN(c3c4c(nc5ncnn35)CCC4)C2)cc1 (stereo unspecified) | 8.4 | 37.4
COc1cccc(-c2nn(-c3ccccc3)cc2CO)c1 | / | -2.1
CCNC(=O)c1cc2c(=O)n3cccc(C)c3nc2n(Cc2ccc(C)cc2)c1=N | 83.9* | -2.5
COc1ccc(C(=O)O)c(O)c1 | -9.8 | /
CC1(C)CC(=O)C=C(Nc2ccc(C(=O)O)cc2)C1 | 12.0 | /
CSc1nnc2c(n1)OC(C)N(C(=O)c1ccccc1)c1ccccc1-2 (stereo unspecified) | -4.7 | -33.0

A portion of the library. The share of hits here may be higher or lower than overall.
